# KB-3-1 cytotox – kills parental KB-3-1 adenocarcinoma cells | KB-3-1 viability, CellTiter-Glo ATP luminescence, 72 h | Potency, µM (highest dose often 46.1 µM), for the others: top-dose activity change, negative = cytotoxic, actives largely listed as cytotoxic | 400,000 compounds, 1.4% hits; also: potency is read from the fitted curve at half-maximal effect; % is scaled to controls: 0 for no effect and ±100 for the full control effect; nearly all actives have a fitted effect of over 60% in size
#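 Multi-concentration cytotoxicity screen in KB-3-1 cells grown in DMEM lacking phenol red with 10% FBS. After 72 h at 37 °C with compound, ATP-dependent luminescence was recorded.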
# ATXN2 expr inh – reduces ATXN2 reporter expression in HEK-293 cells | HEK-293 ATXN2-luciferase reporter, luminescence, 24 h | Potency, µM (top dose mostly 57 µM), inactives show at the highest dose activity change, negative = inhibition, actives largely listed as inhibitors | 360,000 compounds, 0.72% hits | AID 1745845; also: potency is read from the fitted curve at half-maximal effect; % is scaled to controls: 0 for no effect and ±100 for the full control effect; nearly all actives have a fitted effect of over 55% in size
#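 ATXN2-luciferase reporter cells (luciferase flanked by upstream and downstream ATXN2 gene portions) were treated 24 h at 37 °C with compounds at up to 57 uM. SteadyGlo luminescence gave expression; GF-AFC fluorescence gave viability.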
# SW480 rerep – inducers of DNA re-replication in SW480 colon cancer cells. SW480 DNA re-replication, Hoechst DNA content imaging, 48 h. Potency, µM (top dose mostly 46.1 µM), inactives show at the top dose re-replication activation, usual class: activators. 340,000 compounds, 1.8% hits. AID 624297; also: potency is read from the fitted curve at half-maximal effect; % of control where 0% means no effect; nearly all actives have a fitted effect of over 55% in size
#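 250 cells/well; 23 nL cpd via pin tool; 48 hr, 37 C, 5% CO2; Hoechst 40 min; imager read of total nuclear intensity, ex 405/em 500-530 nm.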
# HT1080-NT tox – kills 2HG-producing HT-1080-NT fibrosarcoma cells | HT-1080-NT fibrosarcoma viability, CellTiter-Glo ATP luminescence, 48 h | Potency, µM (titrated, usually from 46.1 µM), inactives show at the top dose activity, negative = less viability, actives largely listed as cytotoxic | 360,000 compounds, 1.6% hits;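 also: NT is the 2HG producing partner of a matched IDH1 knockdown line; potency is read from the fitted curve at half-maximal effect; 0% = DMSO-treated cells and -100% = media-only wells without cells; nearly all actives have a fitted effect of over 55% in size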
#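 Fibrosarcoma NT cells, 750 per well in 5% FBS RPMI, were exposed to compound for 48 hours. Viability: CellTiter-Glo luminescence.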
# MCF10A rereplic – DNA re-replication induction in MCF 10a cells; MCF 10A DNA re-replication, Hoechst nuclear intensity, 48 h; Potency, µM (highest dose often 46.1 µM), for the others: top-dose activity, positive = re-replication, usual class: activators; 350,000 compounds, 2.9% hits; AID 624296; also: potency is read from the fitted curve at half-maximal effect; % of control where 0% means no effect; nearly all actives have a fitted effect of over 50% in size
# HT1080 IDH1KD tx – HT-1080 IDH1 knockdown cell toxicity (counter line); Potency, µM (highest dose often 46.1 µM), inactives show at the top dose activity, negative = toxicity, actives largely listed as cytotoxic; 360,000 compounds, 2% hits; HT-1080 IDH1 knockdown viability, ATP luminescence, 48 h;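 also: potency is read from the fitted curve at half-maximal effect; 0% = DMSO wells and -100% = cell-free medium wells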
#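 % activity derives from luminescence (CellTiter-Glo), normalised to DMSO and no-cell wells. HT-1080-IDH1KD cells, 750/well, had 48 h compound exposure at 37 °C.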
# KB-V1 MDR tox – KB-V1 MDR subline cytotoxicity; KB-V1 MDR cells viability, CellTiter-Glo, 72 h; Potency, µM (doses to about 46.1 µM), without a hit: at the highest dose activity change, negative = cytotoxicity, actives largely listed as cytotoxic; 400,000 compounds, 3.4% hits; AID 1347076; also: potency is read from the fitted curve at half-maximal effect; % is scaled to controls: 0 for no effect and ±100 for the full control effect; nearly all actives have a fitted effect of over 60% in size
#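 Following 72 h at 37 degrees C with compound, KB-V1 cell viability was read by CellTiter-Glo luminescence, medium being phenol-red-free DMEM plus 10% FBS; concentration-response parameters came from normalized, curve-fitted qHTS data.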
# IL-1B inflam inh – inflammasome signaling inhibition, IL-1 beta readout; 360,000 compounds, 4.7% hits; activity change, % at 57.5 µM; THP-1 LPS/ATP IL-1B secretion, AlphaLISA, 16 h; active compounds read low; AID 743279; in the data active = activity change below about -50%; inconclusive = mostly about -30% to -49%; also: % is scaled to controls: 0 for no effect and ±100 for the full control effect
#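 Secreted IL-1B measured by AlphaLISA bead assay after 16 h compound exposure of THP-1 cells; compounds (final up to 57.5 uM) added 1 h before LPS (250 ng/mL) and ATP (1.25 mM) stimulation; lower signal means less secretion.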
# WRN helicase inh – WRN helicase (human) inhibition; Potency, µM (top dose mostly 114 µM), for the others: at the top dose activity change, negative = inhibition, usual class: inhibitors; WRN helicase unwinding, fluorescent forked duplex, kinetic; Q14191; 360,000 compounds, 0.46% hits; also: potency is read from the fitted curve at half-maximal effect; % is scaled to controls: 0 for no effect and ±100 for the full control effect; nearly all actives have a fitted effect of over 55% in size
# Target sequence (Q14191 whole entry, looked up): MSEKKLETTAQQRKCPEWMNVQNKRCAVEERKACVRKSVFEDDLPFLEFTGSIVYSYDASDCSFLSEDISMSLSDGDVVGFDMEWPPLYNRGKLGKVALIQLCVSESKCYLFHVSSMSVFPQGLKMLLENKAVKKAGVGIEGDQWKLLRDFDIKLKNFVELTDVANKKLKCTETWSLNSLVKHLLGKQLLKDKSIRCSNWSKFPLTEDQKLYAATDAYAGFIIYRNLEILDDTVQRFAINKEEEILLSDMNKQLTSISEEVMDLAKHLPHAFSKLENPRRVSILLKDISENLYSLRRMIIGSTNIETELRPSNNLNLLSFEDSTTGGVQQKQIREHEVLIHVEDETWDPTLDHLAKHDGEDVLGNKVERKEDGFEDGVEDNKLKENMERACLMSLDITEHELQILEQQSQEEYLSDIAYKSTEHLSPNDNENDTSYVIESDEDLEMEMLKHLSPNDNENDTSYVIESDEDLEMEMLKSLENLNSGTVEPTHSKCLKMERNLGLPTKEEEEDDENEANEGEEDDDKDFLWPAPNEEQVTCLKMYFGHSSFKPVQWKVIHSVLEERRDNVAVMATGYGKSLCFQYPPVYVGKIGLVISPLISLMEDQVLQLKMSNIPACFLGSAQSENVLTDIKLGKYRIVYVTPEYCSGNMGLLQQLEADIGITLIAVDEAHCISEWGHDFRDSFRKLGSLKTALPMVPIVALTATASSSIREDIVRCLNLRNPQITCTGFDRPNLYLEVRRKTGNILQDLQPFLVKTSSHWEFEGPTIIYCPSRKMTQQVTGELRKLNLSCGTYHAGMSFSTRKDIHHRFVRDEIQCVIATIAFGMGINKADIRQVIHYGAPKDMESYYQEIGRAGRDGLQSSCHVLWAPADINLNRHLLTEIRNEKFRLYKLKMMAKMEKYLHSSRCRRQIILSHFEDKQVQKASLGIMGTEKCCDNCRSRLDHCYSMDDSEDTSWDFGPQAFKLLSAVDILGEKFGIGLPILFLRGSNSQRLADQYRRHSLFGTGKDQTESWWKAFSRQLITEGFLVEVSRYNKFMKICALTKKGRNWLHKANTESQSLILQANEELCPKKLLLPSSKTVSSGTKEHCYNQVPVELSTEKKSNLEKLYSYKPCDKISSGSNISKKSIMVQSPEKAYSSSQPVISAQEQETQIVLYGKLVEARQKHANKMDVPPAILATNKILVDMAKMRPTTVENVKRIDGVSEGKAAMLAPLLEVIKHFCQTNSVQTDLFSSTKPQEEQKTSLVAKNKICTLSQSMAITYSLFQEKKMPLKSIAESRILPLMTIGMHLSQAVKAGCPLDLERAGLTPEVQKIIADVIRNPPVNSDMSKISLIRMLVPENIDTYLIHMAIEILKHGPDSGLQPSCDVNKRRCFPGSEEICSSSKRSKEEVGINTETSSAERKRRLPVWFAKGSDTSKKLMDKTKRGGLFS
#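 Screening of the MLSMR collection measured strand separation of a quenched forked DNA duplex (100 nM) by 20 nM WRN with 2 mM ATP, all final. Compounds were preincubated with enzyme 15 min at room temperature.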
# An asterisk follows results filed as active; ? = inconclusive; . = no result given; [ ] = dose if it differs, or a comment. Unless noted, calls follow the shape of the dose curve; as a rule, active = well fitted curve in the direction sought with a large enough effect; inconclusive = small, poorly fitted or top-dose-only effect, or another doubt; inactive = no such curve, though single readings can be large; an effect the other way counts as inactive or inconclusive.
SMILES,KB-3-1 cytotox,ATXN2 expr inh,SW480 rerep,HT1080-NT tox,MCF10A rereplic,HT1080 IDH1KD tx,KB-V1 MDR tox,IL-1B inflam inh,WRN helicase inh
Cc1nn(Cc2ccccc2)c(C)c1C(=O)NCc1ccccc1,9.7%,-16.3%,-2.5%,5.0%,-2.8%,17.0%,-27.0%,-10.1,3.4%
CCCNC1=C(C)C(=O)C2=C(C1=O)C(COC(N)=O)[C@]1(OC)C3NC3CN21 (stereo partly specified),18.4µM*,?,6.2%,-7.5%,-28.9%,-4.2%,0.0%,-17.8,?
COC(=O)C1=C(c2ccc(S(C)(=O)=O)cc2)C[C@@H]2CC[C@H]1N2C(=O)NCCNC(C)=O,18.9%,12.1%,-9.2%,13.8%,-6.0%,1.6%,-0.9%,1.4,5.1%
Cc1ccc(-c2noc(=O)n2CC(=O)Nc2ccc(S(=O)(=O)NC3CC3)cc2)cc1,-14.8%,8.0%,13.3%,?,0.7%,?,4.5%,4.3,-12.3%
CN1CC[C@]23c4c5ccc(O)c4OC2[C@H](O)C=CC3[C@H]1C5 (stereo partly specified),-80.8%,-6.9%,-10.1%,-9.8%,-24.3%,9.8%,8.6%,6.8,-8.2%
CCOC(=O)c1c(NC(=O)C(c2ccccc2)c2ccccc2)sc2c1C1CCN2CC1,?,?,?,-23.8%,?,-0.6%,23.1µM*,-19.4,-4.3%
C=CCSc1nc2c(c(-c3ccsc3)c1C#N)CN(C)CC2,-2.0%,-18.5%,-5.2%,-9.0%,10.8%,-9.5%,-2.2%,-11.1,-27.4%
CC(C)CN(CC(C)C)C(=O)C1C2c3ccccc3C(c3ccccc32)C1C(=O)O (stereo unspecified),-6.9%,.,0.1%,6.3%,-6.1%,3.4%,-3.3%,18.7,1.9%
Clc1ccc2c(c1)C(c1ccccc1Cl)=NCc1nnc(Br)n1-2,-26.9%,-4.9%,-0.5%,-22.8%,0.0%,-21.2%,?,-19.0,5.1%
S=C(NCCc1ccccc1)N1Cc2cc(N3CCCCC3)ccc2-n2nncc2C1,-1.5%,-4.3%,.,-3.7%,.,-7.3%,?,?,-18.6%
O=C(COc1ccccc1)N1CCN(CC2CC=CCC2)CC1 (stereo unspecified),-1.4%,-7.3%,2.1%,0.3%,0.2%,5.0%,-24.0%,11.8,-1.1%
Cc1ccc(C2C(=O)NC(=O)NC2=O)cc1,12.7%,-5.6%,18.4µM*,29.4%,-1.9%,16.8%,0.3%,0.3,7.0%
COc1cc(C2c3cc(O)c(OC)cc3CC3C(=O)OCC32)ccc1O (stereo unspecified),0.0%,7.1%,22.6%,-2.5%,-2.9%,2.2%,0.0%,-0.5,11.4%
CCOc1ccc(CC2C(=O)NC(=O)N(c3ccc(CC)cc3)C2=O)cc1 (stereo unspecified),-11.2%,-4.9%,2.7%[9.22 µM],-1.4%,-10.6%,1.0%,4.1%,0.0,-10.9%
COc1cc(NC(=O)CN2C3CCC2CC(O)(c2cccnc2)C3)cc(OC)c1 (stereo unspecified),-7.6%,3.0%,-3.8%,-5.7%,-0.5%,-25.9%,-10.7%,-24.6,-1.0%
Fc1ccc(N2Cc3ccccc3-n3nncc3C2)cc1,0.1%,-31.5%,.,-16.9%,.,-17.6%,0.6%,-4.0,2.4%
COc1ccc(-c2nnc(Nc3nc4c(OC)cccc4s3)o2)c(OC)c1,?,?,0.4%,3.98µM*,4.7%,3.16µM*,?,-3.3,-28.6%
COc1ccccc1NC(=O)COC(=O)c1cc(C)n(C2CC2)c1C,-4.2%,-3.9%,16.8%,-2.0%,21.3%,4.2%,?,0.9,-4.4%
Cc1cc(OC(=O)c2ccco2)c2c3c(c(=O)oc2c1)CCC3,0.0%,-10.0%,11.8%,0.3%,-3.7%,-0.1%,-2.9%,0.0,-25.2%
O=C1c2ccccc2S(=O)(=O)c2cc(C(=O)N3CCN(c4c(Cl)cncc4Cl)CC3)ccc21,-17.6%,-16.1%,20.4%,1.6%,?,-10.3%,-1.8%,-0.5,-2.9%
COc1ccc2c(c1OC)C[N+]1([O-])CCc3cc4c(cc3C1C2)OCO4 (stereo unspecified),15.0%,7.4%,-4.5%,11.2%,-21.3%,10.2%,8.5%,12.9,1.8%
CC1C(c2cccs2)=[N+]([O-])C(C)(C(=O)c2ccc(Cl)cc2)N1O (stereo unspecified),0.0%,-12.8%,-5.7%,3.3%,-3.0%,3.0%,0.4%,?,7.1%
CCC(C)N1C(=O)/C(=C\c2ccc(N3CCCCCC3)cc2)C(=O)NC1=S (stereo unspecified),-2.2%,-1.1%,9.4%,-3.6%,-0.2%,15.8%,0.0%,-1.2,?
O=C(Nc1cccc(C(F)(F)F)c1)OC1CN2CCC1CC2 (stereo unspecified),-8.5%,.,5.9%,-10.1%,-0.5%,-11.6%,-3.7%,127.3,-12.1%
CC(=O)OC1C2CCC1C(N1CCCC1)CC2 (stereo unspecified),0.9%,11.5%,-0.1%,0.3%,-2.6%,-2.6%,0.0%,-1.0,7.9%
# Next part.
SMILES,KB-3-1 cytotox,ATXN2 expr inh,SW480 rerep,HT1080-NT tox,MCF10A rereplic,HT1080 IDH1KD tx,KB-V1 MDR tox,IL-1B inflam inh,WRN helicase inh
CCN(CC)c1ccc(N=Cc2c(O)n(-c3ccccc3C)c(=O)[nH]c2=O)cc1,-2.2%,0.6%,2.8%,?,-5.6%,?,0.2%,-7.3,-9.8%
O=C(Cn1cnc2ccccc2c1=O)NCC(=O)N1CCC2(CC1)OCCO2,3.5%,4.9%,-3.3%,9.0%,-7.3%,16.5%,4.7%,9.1,-0.9%[57.1 µM]
Cc1cc(C=C2C(=O)N(C)C(=S)N(C)C2=O)c(C)n1-c1ccncc1,-0.1%,-31.7%,-9.3%,-0.2%,29.5%,-1.9%,-4.7%,13.4,?
FC(F)(F)c1nc(N2CCN(c3ccccc3)CC2)nc2c1CCCCC2,-1.9%,-5.0%,-14.0%,-3.5%,?,-13.1%,-8.6%,11.9,-10.8%
O=C(CCN1CCCCC1)NCC(=O)Nc1ccc(Br)cc1C(=O)c1ccccc1,-2.4%,-13.1%,?,-6.2%,?,-16.8%,18.4µM*,-10.3,5.0%
COc1ccc(-n2c(C)nc3cc(C(=O)N4CCC5(CC4)OCCO5)ccc32)cc1,?,-18.1%,?,?,?,?,?,21.4,-10.2%
COc1ccc(OC(=O)N(C)C[C@@H]2OCc3cnnn3CCCC(=O)N([C@H](C)CO)C[C@H]2C)cc1,7.5%,0.7%,.,3.2%,.,0.9%,?,9.1,-12.1%
CN(C)C(=O)Oc1ccc(-c2cn3cc(Cl)ccc3n2)cc1,-10.8%,0.0%,1.2%,-1.8%,0.7%,-11.1%,4.11µM*,-12.2,5.1%
CCN(CC)c1ccc([N+](=O)[O-])c2cccnc12,5.5%,-14.9%[11.3 µM],-3.3%,-0.2%,-7.7%,-4.5%,-28.0%,8.6,-6.4%
CC1=Nc2cc(C(=O)N3CCC4(CC3)OCCO4)ccc2Sc2ccc(Cl)cc21,-1.2%,-4.0%,-7.9%,2.3%,1.1%,-4.9%,2.8%,0.0,4.8%
CN1CCN(C(=O)CCc2ccc(S(=O)(=O)NC3CCCCC3)cc2)CC1,0.2%,5.7%,-11.1%,-3.8%,?,-3.5%,-4.5%,11.4,-5.4%
CC(Cc1ccccc1)NC(N)=O (stereo unspecified),8.6%,-9.8%,-6.1%,23.2%,-1.2%,11.9%,-5.2%,9.4,17.3%
COC(=O)C1=C(c2ccc(F)cc2OCc2ccccc2)C[C@@H]2CC[C@H]1N2C(=O)NC1CCN(Cc2ccccc2)CC1,?,?,0.9%,-23.4%,?,-23.5%,?,?,-10.8%
COc1ccc(C(=O)C2CCCN(Cc3ccc(F)cc3F)C2)cc1F (stereo unspecified),-1.1%,.,-1.6%,-8.2%,2.1%,-10.0%,7.7%,10.1,-0.4%
CC(C)c1ccccc1NC1=NCCCS1,-1.3%,-7.7%,-1.9%,-0.2%,2.9%,-10.0%,-16.5%,11.0,6.6%
CC(=O)CC(C)(C)n1c[n+](C)nn1,-1.7%,-14.3%,7.0%,-9.9%,-3.6%,-11.1%,11.0%,13.9,0.1%
COC(=O)C(O)(c1ccc(NC(=O)NC2CCCCC2)cc1)C(F)(F)F (stereo unspecified),12.8%,8.6%,-691.0%[inhibitor],0.9%,-7.8%,0.2%,2.9%,12.9,5.8%
O=C1NC(=O)C(=Cc2ccc(N3CCOCC3)o2)C(=O)N1,5.6%,3.1%,-2.2%,-6.0%,-1.7%,-15.5%,20.9%,-12.4,-7.4%
NC(=S)/N=C/c1c(O)[nH]c(=O)[nH]c1=O,1.7%,.,0.2%,-12.0%,21.8%,0.5%,26.6%,7.5,-3.8%[11.6 µM]
COc1ccc(NC(=O)CN(C)S(=O)(=O)c2ccc3[nH]c(=O)oc3c2)cc1,11.7%,.,?,-5.2%,4.4%,-3.0%,-13.3%,8.9,3.1%
CN(C)c1cc(N)c2c(n1)CCC2 (tested in a mixture with another compound),10.2%,-8.9%,-4.0%,3.4%,10.3%,3.3%,6.5%,30.4,0.0%
CC12CCC(O)CC1CCC1C2CCC2(C)C(C3=CC(=O)OC3)C(O)CC12O (stereo unspecified),?,?,23.1µM*,?,2.06µM*,1.64µM*,4.11µM*,-73.9*,9.3%

# An excerpt; count on the stated rates, not on these rows.
